Screening data as filed in PubChem BioAssay.
Imprint erasure – qHTS Assay for Compounds that Induce Erasure of Genomic Imprints; AID 1948, 2009; Potency, µM (titrated, usually from 60.7 µM), for the others: top-dose activity change, positive = activation, usual class: activators; hit rate 0.02% among 110,000; mouse ES Peg3-LacZ reporter, beta-gal luminescence, 40 h;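 also: 0% = negative control wells on the plate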
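Gelatin-coated wells received 300 freshly trypsinized female ES cells with a Peg3LacZ-Neo reporter on the maternal allele, then incubated 40 hours at 37C. BetaGlo was added for 5 minutes at room temperature before a single luminescence read.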
p53ts 32C tox – qHTS Screen for Compounds that Selectively Target Cancer Cells with p53 Mutations: Cytotoxicity of p53ts Cells at the Permissive Temperature; H1299-p53A138V at 32C, ATP luminescence viability, 24 h; Potency, µM (top dose mostly 46.1 µM), for inactives: at the top dose activity change, negative = cytotoxicity, actives largely listed as cytotoxic; hit rate 0.93% among 130,000; AID 924, 2007;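 also: 0% = DMSO and -100% = full killing by reference compound; nearly all actives have a fitted effect of over 55% in size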
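Cells: H1299 p53ts (A138V), 600/well, pre-incubated 16–30 h at 37C. Cpd up to 46 uM, 24 h, 32C. Readout: ATPlite luminescence, 20 min RT. Normalization: DMSO vs tamoxifen 100 uM. AC50 by Hill equation.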
IkB sig inh – IkB Signaling | ABC-DLBCL IkBa-CBG/CBR dual luciferase ratio, 4 h; response scale: scaled: untreated 0%, proteasome inhibitor 100% | hit rate 0.04% among 110,000 | Potency, µM (top dose mostly 57.1 µM), without a hit: top-dose IkBa stabilization activation | AID 445, 2006; active = well fitted curve in the direction sought with a large enough effect in the signal ratio, not every such curve was filed as active; inconclusive = small, poorly fitted or top-dose-only effect, or a change in a side signal; the % refers to the signal ratio;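 also: the direction sought is a rising ratio; 0% = basal untreated cells and 100% = reference inhibitor full response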
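Curves were fitted separately to fusion (green), unfused (red) and ratio luminescence, then classed by r2, magnitude and activity. Cells: OCI-Ly3, 4 h compound plus doxycycline at 37C; 10 uM MG-132 defined full response.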
p53ts 39C tox – qHTS Screen for Compounds that Selectively Target Cancer Cells with p53 Mutations: Cytotoxicity of p53ts Cells at the Nonpermissive Temperature; hit rate 1.5% among 130,000; Potency, µM (series often up to 46.1 µM), inactives show top-dose activity change, negative = cell killing, actives largely listed as cytotoxic; AID 902, 2007; H1299-p53A138V viability at 39C, ATP luminescence, 24 h; also: nearly all actives have a fitted effect of over 55% in size
An asterisk follows results filed as active; ? = inconclusive; · = not tested or not shown; [ ] = remark or other dose. Unless noted, calls follow the shape of the dose curve; as a rule, active = well fitted curve in the direction sought with a large enough effect; inconclusive = small, poorly fitted or top-dose-only effect, or another doubt; inactive = no such curve, though single readings can be large; an effect the other way counts as inactive or inconclusive. Unless noted, % is scaled to controls: 0 for no effect and ±100 for the full control effect; potency is read from the fitted curve at half-maximal effect.

SMILES	Imprint erasure	p53ts 32C tox	IkB sig inh	p53ts 39C tox
COc1cc(F)c(S(=O)(=O)Nc2c(C)n(C)n(-c3ccccc3)c2=O)cc1OC	-10%[10.9 µM]	2%	1.1%	-11%
CCOc1cc(C(=O)NC)cc(OCC)c1OCC	-1%	-14%	0.9%	7%
COc1ccc(CNC(=O)c2ccc3nc(CCc4ccccc4)oc3c2)cc1OC	-14%[10.9 µM]	-13%	0.4%	-22%
CC(=O)c1cccc(S(=O)(=O)N2CCC(n3nnc4cc(F)ccc43)CC2)c1	-11%	-8%	5.0%	1%
Cc1ccc2[nH]c(=O)c(CN(CCc3ccccc3)C(c3nnnn3Cc3ccco3)C(C)C)cc2c1 (stereo not drawn)	-19%	-15%	?	-10%
C=C1CCC(O)C/C1=C\C=C1/CCCC2(C)C1CCC2C(C)/C=C/C(C)C(C)C (stereo not drawn)	-23%	-7%	·	-21%
CCOC(=O)N1CCN(C2CC(=O)N(c3ccc(F)cc3)C2=O)CC1 (stereo not drawn)	-5%	5%	-0.3%	3%
COc1cccc(NC(=O)CN2C(=O)COc3ccc(S(=O)(=O)N4CCOCC4)cc32)c1	-7%[10.9 µM]	2%	-2.6%	-11%
Cc1noc(/C=C/N(C)C)c1S(=O)(=O)N1CCCC(C(=O)NC(C)c2ccccc2)C1 (stereo not drawn)	-2%	14%	1.2%	-3%
C=CCc1cc(/C=N/n2cnnc2)cc(OCC)c1O	1%	-3%	-1.1%	5%
O=C(O)CC(C(=O)O)c1cn(Cc2ccccc2)c2ccccc12 (stereo not drawn)	0%	-1%	0.4%	-10%
O=C(Nc1ccc(S(=O)(=O)N2CCC(c3nc4ccccc4s3)CC2)cc1)c1ccccc1	2%[10.9 µM]	5%	-0.6%	-5%
Cc1ccc(-c2ccc(=O)n(CC(=O)N3CCN(c4cccc(C)c4)C(C)C3)n2)cc1 (stereo not drawn)	-20%	16%	?	-5%
CN(CC(=O)NCc1ccc(Cl)cc1)S(=O)(=O)c1ccc2c(c1)c(=O)n(C)c(=O)n2C	-9%[10.9 µM]	2%	?	-26%
Cc1ccc(-n2nc(C)c3cc(C(=O)O)sc32)cc1	-16%	-3%	?	-13%
COc1ccc(-n2nnnc2SCC(N)=O)cc1	-2%	2%	0.6%	9%
CCC(=O)c1cc2c(cc1NC(=O)c1ccccc1F)OCCO2	-10%[10.9 µM]	-4%	-1.4%	9%
CCn1c(-c2nn(C)c(C)c2Cl)n[nH]c1=S	·	15%	·	17%
Cc1ccc(Cl)cc1NCc1nnc2n1CCCCC2	-4%[10.9 µM]	-3%	1.2%	19%
CN(C)c1ncc2nc(-c3ccccc3)c(=O)n(C3CC3)c2n1	·	-11%	-1.2%[11.4 µM]	-14%
CCCC(CCC)C(=O)Nc1cccc(-c2nc3cccnc3s2)c1	6%[10.9 µM]	11%	?	-16%
COc1cccc(-n2c(SCC(=O)Nc3nnc(C)s3)nc3c([nH]c4ccccc43)c2=O)c1	-16%[10.9 µM]	0%	-1.2%	-8%
Cc1cc(C)nc(SCCC(=O)N2CCOCC2)n1	-2%	-2%	0.3%	20%
CNC(=O)c1ccc(NC(=O)COc2ccc(-c3nn(C)c(=O)c4ccccc34)cc2)cc1	3%[10.9 µM]	1%	5.5%	9%
CCCCCOc1ccc(N2C(=O)CC(N(O)c3ccccc3)C2=O)cc1 (stereo not drawn)	-17%	-2%	3.5%	-13%
COc1ccc(-c2onc(C)c2C)cc1S(=O)(=O)NCC1CCN(Cc2cccc(F)c2)CC1	-14%[10.9 µM]	9%	1.0%	-16%
CCOC(=O)c1cnc(Nc2nc3ccccc3o2)nc1CSc1nnc(C)s1	-23%	3%	9.5%	9%
CCOc1ccc(CNC(=O)C(C)n2ncn3cccc3c2=O)cc1 (stereo not drawn)	-9%[10.9 µM]	-6%	-0.7%	-3%
CCOC(=O)C(C)Oc1cccc2c(=O)n(CC(=O)N3CCN(C(=O)OCC)CC3)ccc12 (stereo not drawn)	-13%	-2%	6.3%	11%
CCOc1ccccc1C(=O)NC1CC2CCCC(C1)N2Cc1ccccc1 (stereo not drawn)	·	5%	·	-2%
N#C/C(=C\c1ccc(-c2ccc(F)cc2F)o1)c1nc2ccccc2[nH]1	-13%[10.9 µM]	16µM*	-11%	6.3µM*
COc1ccc2c(c1)cc1c(=O)n(CC(=O)NCCCc3ccccc3)nc(C)n12	25%[10.9 µM]	-3%	-0.2%	5%
COc1ccc(-c2onc(C)c2C)cc1S(=O)(=O)N(C)Cc1ccco1	-6%[10.9 µM]	2%	?	-16%
COc1ccc(C(=O)/C=C/c2cn(CC(O)CN3CCc4ccccc43)c3ccccc23)cc1 (stereo not drawn)	8%[10.9 µM]	-6%	?	-5%
COc1ccc(N2CCN(c3ccc(NC(=O)C4CCCCC4)cc3C#N)CC2)cc1	-9%	-2%	-1.3%	-1%
COc1ccc(S(=O)(=O)Nc2ccccc2C(=O)NC(C)C)cc1OC	-8%	4%	0.6%	11%
Cn1c(C(=O)OC(C(=O)NC2CCCC2)c2cccnc2)cc2sccc21 (stereo not drawn)	-17%	3%	1.2%	4%
Cc1cccc(CN2CCC(CNC(=O)c3c(C)oc4ncnc(N5CCCCC5)c34)CC2)c1	-10%[10.9 µM]	-2%	1.8%	-22%
CN1CCN(c2cc(-c3ccoc3)ncn2)CC1	-6%	10%	3.2%[11.4 µM]	3%
COc1ccccc1N1CCN(C(=O)Cn2c(=O)nc(-c3ccccc3)c3cc(Cl)ccc32)CC1	-12%[10.9 µM]	13%	?	2%
CCN(C(=O)c1cc2cc(OC)ccc2oc1=O)c1ccccc1	-17%	8%	-2.6%	5%
N[C@@]1(C(=O)O)CN[C@H](C(=O)O)C1	3%	10%	0.5%	-1%
O=C(O)CSc1nc2ccccc2o1	-9%	-1%	-1.8%	5%
Cc1cc(=O)n2nc(N3CCC(C(=O)N4CCN(C)CC4)CC3)sc2n1	-11%	1%	-0.5%	-5%
COc1ccccc1CNC(=O)C(=O)NCC(c1cccs1)S(=O)(=O)c1cccs1 (stereo not drawn)	?	-3%	2.0%	-18%
COc1ccc(N(CC(=O)NCc2ccccc2OC)S(=O)(=O)c2c(C)nn(C)c2C)cc1	-5%	5%	2.3%	10%
CCCOc1ccc(CNC(=O)c2[nH]c3cc(OC)ccc3c2Sc2ccccc2)cc1	-6%[10.9 µM]	14%	?	9%
CCOC(=O)c1c(C)[nH]c(C)c1S(=O)(=O)N(C)CC(=O)Nc1cccc(Cl)c1C	3%[10.9 µM]	0%	-1.4%	1%
Cc1ccc(-n2c(CCC(=O)O)ccc2-c2cccs2)cc1Cl	-4%[10.9 µM]	9%	?	34%[activator]
Cc1cc(C)n(-c2nc3nonc3nc2-n2nc(C)cc2C)n1	6%	5%	-0.7%	1%
Cn1c(=O)c(-c2ccc(Cl)cc2)nc2cnc(Oc3ccccc3)nc21	·	-22%	-2.8%[11.4 µM]	-3%
COC(=O)C1=C(C)N(C)C(=O)NC1c1cc(Cl)cc(Cl)c1OC (stereo not drawn)	-10%	1%	1.8%	2%
CCC1=C2CC[C@H]3C(=O)N(CC)C(=O)[C@H]3[C@H]2[C@@]2(C)C(=NCCc3c[nH]c4ccccc34)OC(=O)N2C1=O	-11%	11%	·	3%
COC(=O)C1=C(CN2CCc3ccccc32)NC(=O)NC1c1cc(C)ccc1C (stereo not drawn)	-14%	-4%	?	1%
CC(NC(=O)c1cccs1)C(c1cccs1)N1CCN(Cc2ccccc2)CC1 (stereo not drawn)	-21%	-7%	-0.1%	-10%
C=CCn1c(SCC(=O)NCc2ccco2)nc2sc3c(c2c1=O)CCCCC3	11%	-4%	0.9%	-3%
COc1ccc(N2CCN(C(=O)CCc3ccc(S(=O)(=O)NCC(C)C)cc3)CC2)cc1	·	1%	·	4%
Cc1ccc(CNC(=O)c2c3c(nc4ccccc24)C(=O)N(C2CCCCC2)C3)cc1	-3%[10.9 µM]	-3%	?	-4%
Cc1cc(C(=O)NP(=O)(N2CCOCC2)N2CCOCC2)c(C)n1-c1ccc(Br)cc1	·	19%	·	-18%
O=C(CNC(=O)c1ccc(Cl)cc1)OCc1cc(=O)n2nc(C3CC3)sc2n1	-10%[10.9 µM]	4%	-0.1%	-15%
(next part)
SMILES	Imprint erasure	p53ts 32C tox	IkB sig inh	p53ts 39C tox
O=C1C(Cl)=C(NCCCN2CCOCC2)C(=O)N1CCc1ccccc1	-17%	9%	-3.9%	10%
Cc1ccc(C(=O)c2c(N)c(C(=O)Nc3ccccc3Cl)c3ccccn23)cc1	-7%[10.9 µM]	-4%	?	11%
CCN(CC)c1ccc(/C=N/n2c(C)cc(C)cc2=O)cc1	-10%	-16%	-0.3%	6%
N#CCCn1c(=O)c(CCc2ccccc2)nc2cnc(Oc3ccccc3)nc21	·	-10%	0.8%[11.4 µM]	1%
COc1ccc(NC(=O)N2CC3(CCN(C(=O)c4cc(C(F)(F)F)cc(C(F)(F)F)c4)CC3)C2)cc1	·	10%	1.7%[11.4 µM]	-5%
Cc1c(C(=O)NCc2ccccc2Cl)sc2nc[nH]c(=O)c12	14%[10.9 µM]	7%	0.5%	-17%
Cc1ccc(CN(Cc2ccco2)C(=O)c2ccccc2Cl)o1	-10%[10.9 µM]	8%	2.2%	-21%
c1ccc(-c2cnnc(SCc3cn4cccnc4n3)n2)cc1	7%	0%	-0.5%	-4%
c1cncc(CSc2nnc(-c3cccnc3)n2Cc2ccco2)c1	0%	0%	1.6%	-7%
COc1ccccc1CNC(=O)C1CCCN(c2nnc(-n3c(C)ccc3C)s2)C1 (stereo not drawn)	-4%[10.9 µM]	-6%	4.4%	-20%
COc1ccc(C(=O)c2sc(Nc3cc(Cl)ccc3C)nc2N)cc1OC	2%[10.9 µM]	130%[activator]	6.3%	66%[activator]
CCCCOC(=O)N1CCOCCOCCN(C(=O)OCCCC)CCOCCOCC1	-10%	3%	-0.3%	8%
CCOC(=O)c1ccccc1NC(=O)CC(C)CC(=O)O (stereo not drawn)	-8%	-29%	-2.3%	-11%
O=C(OCC#CCSc1nnc(-c2ccc(Br)cc2)o1)c1ccco1	-25%	-8%	4.1%	-10%
CCOc1ccccc1NC(=O)C1CCN(S(=O)(=O)c2cc(Br)cc3c2N(C(C)=O)CC3)CC1	-6%[10.9 µM]	16%	5.6%	-14%

An excerpt from above in order of number of heavy atoms, lowest first.
SMILES	Imprint erasure	p53ts 32C tox	IkB sig inh	p53ts 39C tox
CCOc1ccc(CNC(=O)C(C)n2ncn3cccc3c2=O)cc1 (stereo not drawn)	-9%[10.9 µM]	-6%	-0.7%	-3%
CC(=O)c1cccc(S(=O)(=O)N2CCC(n3nnc4cc(F)ccc43)CC2)c1	-11%	-8%	5.0%	1%
CCOC(=O)c1c(C)[nH]c(C)c1S(=O)(=O)N(C)CC(=O)Nc1cccc(Cl)c1C	3%[10.9 µM]	0%	-1.4%	1%
Cc1ccc(-c2ccc(=O)n(CC(=O)N3CCN(c4cccc(C)c4)C(C)C3)n2)cc1 (stereo not drawn)	-20%	16%	?	-5%
CCOc1ccccc1NC(=O)C1CCN(S(=O)(=O)c2cc(Br)cc3c2N(C(C)=O)CC3)CC1	-6%[10.9 µM]	16%	5.6%	-14%

The results go on:
SMILES	Imprint erasure	p53ts 32C tox	IkB sig inh	p53ts 39C tox
COc1ccc(CCNC(=O)c2ccc(CSCc3ccc(C)cc3)o2)cc1OC	-21%[10.9 µM]	7%	?	-26%
Cc1cccc(N2CCN(C(=O)CCNS(=O)(=O)c3ccc4c(c3)CCN4C(=O)C3CC3)CC2)c1C	-6%[10.9 µM]	-1%	?	-20%
CCS(=O)(=O)Nc1c(C(=O)O)[nH]c2ccccc12	-3%	4%	-0.9%	2%
Cc1cccc(-c2nnn3c2nc(NCCc2ccc(S(N)(=O)=O)cc2)c2cc(Cl)ccc23)c1	-18%[10.9 µM]	-2%	?	1%
Cc1ccc(S(=O)(=O)Cn2nnnc2C(c2ccc(F)cc2)N2CCCCC2)cc1 (stereo not drawn)	-9%	17%	?	1%

2 records drawn at random from those above, as already listed:
SMILES	Imprint erasure	p53ts 32C tox	IkB sig inh	p53ts 39C tox
CCS(=O)(=O)Nc1c(C(=O)O)[nH]c2ccccc12	-3%	4%	-0.9%	2%
Cc1cccc(N2CCN(C(=O)CCNS(=O)(=O)c3ccc4c(c3)CCN4C(=O)C3CC3)CC2)c1C	-6%[10.9 µM]	-1%	?	-20%

No enrichment for hits; any-hit rate near 1.7%.
